Screening results: PubChem BioAssay, several laboratories
DAX1 inh-1 – DAX1 (NR0B1) inhibitors on StAR promoter, primary screen, cell-based, luminescence, SF-1 (NR5A1), full-length DAX-1; 370,000 tested, 1.1% active; AID 652010, 2013; inhibition, % at 6.8 µM; HEK293T StAR-luciferase reporter, SF-1/DAX-1 repression relief;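 active means inhibition above the mean over all tested compounds plus 3 SD, cut at about 3.6% in these data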;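 further: 0% = DAX-1 cells with DMSO and 100% = cells lacking DAX-1 with DMSO; higher inhibition means more luminescence from relief of DAX-1 repression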
FXN GAA850 act – FXN promoter activators, primary screen, cell-based, luciferase luminescence, HEK293 lucGAA850; activation, % at 6 µM; HEK293 lucGAA850 FXN promoter luciferase reporter, 24 h; percent of 10 µM SAHA response; 360,000 tested, 0.56% active; AID 540364, 2011;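 active means activation above the average of all compounds screened plus 3 SD, cutoff fixed separately per campaign, cut at about 7.5% in these data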;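 further: 0% = DMSO wells and 100% = 10 µM SAHA wells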
NPR1 activator – GC-A stimulated cGMP production enhancers – HEK293 GC-A cells, cGMP TR-FRET, EC30 ANP, primary screen; 0% at EC30 ANP, 100% saturating ANP; 370,000 tested, 0.14% active; activation, % at 10 µM; in the data active means activation above about 40%
ADAM10 inh – human ADAM10 inhibitors, primary screen, biochemical, QFRET, HTS. Disintegrin and metalloproteinase domain-containing protein 10 (Homo sapiens), O14672. recombinant ADAM10, EDANS/DABCYL FRET peptide cleavage, 3 h. inhibition, % at 7 µM. 370,000 tested, 0.62% active;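 active means inhibition above a per-campaign cutoff equal to the mean of compounds falling between control-based bounds plus 3 SD, cut at about 20% in these data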;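 further: 0% = DMSO wells while the 100% control is not disclosed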
Target sequence (O14672 214-748 limits assumed): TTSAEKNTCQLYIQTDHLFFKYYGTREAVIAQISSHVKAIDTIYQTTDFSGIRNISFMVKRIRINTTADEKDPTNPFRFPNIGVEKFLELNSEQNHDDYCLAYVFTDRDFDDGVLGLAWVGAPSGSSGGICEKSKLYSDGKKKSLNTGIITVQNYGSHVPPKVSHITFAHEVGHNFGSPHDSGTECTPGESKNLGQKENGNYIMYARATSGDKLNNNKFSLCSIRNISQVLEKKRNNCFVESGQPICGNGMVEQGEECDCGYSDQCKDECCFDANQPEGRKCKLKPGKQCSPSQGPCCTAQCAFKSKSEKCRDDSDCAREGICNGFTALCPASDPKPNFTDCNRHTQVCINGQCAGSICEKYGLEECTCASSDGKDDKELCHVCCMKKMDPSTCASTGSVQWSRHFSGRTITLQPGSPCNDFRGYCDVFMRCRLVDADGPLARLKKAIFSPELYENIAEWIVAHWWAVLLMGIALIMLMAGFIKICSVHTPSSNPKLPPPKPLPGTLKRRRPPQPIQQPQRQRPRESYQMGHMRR
hcDAF12 agonist – H. contortus DAF-12 nuclear receptor activators, primary screen, cell-based, luminescence, HEK293, lit1-tk-luc reporter; 370,000 tested, 1.4% active; HEK293 hcDAF-12 lit1-tk-luc reporter; 0% DMSO, 100% Δ7-dafachronic acid; AID 652067, 2013; activation, % at 6.8 µM;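 active means activation above the mean of all tested compounds plus 3 SD, cut at about 5.5% in these data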;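 further: 100% = response to 3 µM Δ7-dafachronic acid high control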
DAX1 inh-2 – DAX1 (NR0B1) inhibitors, primary screen, cell-based, HEK293, Gal4-DAX1, luciferase luminescence. HEK293 Gal4-DAX1 luciferase reporter. 340,000 tested, 0.99% active. AID 504766, 2011. inhibition, % at 6.75 µM. Nuclear receptor subfamily 0 group B member 1 (Homo sapiens), P51843;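 active means inhibition above the mean over all tested compounds plus 3 SD, cut at about 4.2% in these data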;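 further: 0% = DAX1-transfected cells with DMSO and 100% = empty-vector control cells with DMSO; inhibition shows as a rise in luminescence from relieved DAX1 repression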
hgDAF-12 ag – H. glycines DAF-12 receptor agonists, primary screen, cell-based, luminescence, HEK293, GAL4 fusion, UAS-luciferase; Nuclear hormone receptor DAF-12 (Heterodera glycines), GAL4 fusion; activation, % at 6.8 µM; 370,000 tested, 1.8% active; HEK293 GAL4-hgDAF12 UAS-luciferase reporter, agonist luminescence; normalized to butyrate control;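 active means activation above a cutoff set at the mean of all screened compounds plus 3 SD, cut at about 10% in these data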;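 further: 0% = DMSO wells and 100% = sodium butyrate wells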
NPR2 activator – human GC-B receptor activators, primary screen, HEK293 GC-B cells, cGMP TR-FRET, EC30 CNP; Atrial natriuretic peptide receptor 2 (Homo sapiens), P20594; 0% at EC30 CNP, 100% saturating CNP; activation, % at 10 µM; 370,000 tested, 0.11% active;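 active means activation at 10 µM reaching about 35% in either raw or pattern-adjusted values, limit read from the data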
SMARCA2 activ – SMARCA2 (BRM) function activators, primary screen, cell-based, luminescence, high throughput | MG213 cells, MMTV-luciferase reporter, dexamethasone, overnight | activation, % at 9.1 µM | 370,000 tested, 1% active | AID 652017, 2013; in the data active means activation above about 7.8%;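 further: 0% = vehicle wells and 100% = reference activator wells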
HGIII-sPLA2 inh – human group III sPLA2 inhibitors, primary screen, biochemical, QFRET, BODIPY PC-A2 liposome substrate | inhibition, % at 12.2 µM | Group 3 secretory phospholipase A2 (Homo sapiens), Q9NZ20 | 370,000 tested, 0.56% active | QFRET BODIPY PC-A2 liposome hydrolysis, fluorescence;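 active means inhibition above mean plus 3 SD of compounds lying within the high and low control bounds, cut at about 19% in these data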;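 further: 0% = median of test compound wells and 100% = no enzyme DMSO wells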
Target sequence (Q9NZ20 whole entry, looked up): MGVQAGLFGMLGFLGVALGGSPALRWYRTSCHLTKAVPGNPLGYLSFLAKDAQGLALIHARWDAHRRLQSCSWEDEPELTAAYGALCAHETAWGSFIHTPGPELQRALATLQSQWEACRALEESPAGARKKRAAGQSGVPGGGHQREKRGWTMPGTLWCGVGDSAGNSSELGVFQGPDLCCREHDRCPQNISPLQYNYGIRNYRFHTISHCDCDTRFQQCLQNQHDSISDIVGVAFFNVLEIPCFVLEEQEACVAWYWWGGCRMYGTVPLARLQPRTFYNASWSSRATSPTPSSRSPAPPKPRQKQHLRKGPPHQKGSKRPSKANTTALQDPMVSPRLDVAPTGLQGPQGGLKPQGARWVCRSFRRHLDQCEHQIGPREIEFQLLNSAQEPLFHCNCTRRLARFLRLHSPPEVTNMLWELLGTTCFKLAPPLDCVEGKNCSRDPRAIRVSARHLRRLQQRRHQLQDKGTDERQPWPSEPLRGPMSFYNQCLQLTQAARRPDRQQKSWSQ
ssDAF-12 act – S. stercoralis DAF-12 nuclear receptor activators, primary screen, cell-based, luminescence, HEK293, GRIP1 co-expression, lit1-tk-luc; Nuclear hormone receptor DAF-12 (Strongyloides stercoralis); HEK293 ssDAF-12/GRIP1 lit1-tk-luc reporter; % of 3 µM dafachronic acid response; activation, % at 6.8 µM; 370,000 tested, 1% active;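 active means activation above the mean over all tested compounds plus 3 SD, cut at about 0.9% in these data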;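 further: 0% = DMSO-only wells and 100% = 3 µM delta7-dafachronic acid wells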
Active calls of the source: *; / = not tested or not shown; & = joins results of further samples. Random draw from the library (roughly 6.6% active in at least one column).

No.	mol	DAX1 inh-1	ssDAF-12 act	ADAM10 inh	NPR1 activator	FXN GAA850 act	HGIII-sPLA2 inh	DAX1 inh-2	hcDAF12 agonist	hgDAF-12 ag	SMARCA2 activ	NPR2 activator
1	CC1CN(CC(O)COc2ccccc2C(C)(C)C)CC(C)O1 (stereo unspecified)	-0.6	-1.6	6.5	-2.1	1.2	8.1	-0.6	-2.0	-1.0	-1.9	6.3
2	O=C(NNS(=O)(=O)c1ccccc1C(F)(F)F)c1cccc(S(=O)(=O)Nc2ccccc2Cl)c1	-0.1	-1.2	4.0	-2.7	0.6	-32.9	-0.7	0.9	0.2	-0.7	0.5
3	CC1Cc2ccccc2N1C(=O)c1ccc2c(c1)OCO2 (stereo unspecified)	-1.8	-0.8	-6.5	-4.4	0.8	-7.0	0.6	-3.2	-1.0	-0.6	-1.6
4	COc1cccc(C2C(C(=O)c3ccc(C)o3)=C(O)C(=O)N2CCN2CCOCC2)c1 (stereo unspecified)	0.4	-1.3	-19.9	0.6	0.3	-1.8	0.2	-2.0	-1.0	-0.5	-2.5
5	NC(=O)c1nn(-c2ccccc2)nc1NC(=O)CN1CCCCC1	-0.5	-1.0	-28.2	-1.7	1.4	7.6	0.5	-1.6	-1.2	-4.0	6.4
6	Cc1cc(C)n(CCCNC(=O)Cn2nnnc2CN2C[C@@H](C)O[C@@H](C)C2)n1	-0.2	-1.0	11.3	1.8	-0.7	1.0	0.0	0.9	0.0	1.3	2.5
7	NC(=O)c1nsc(C(=O)N(c2ccccc2F)C(C(=O)NCc2ccc(F)cc2)c2ccc(O)cc2)c1N (stereo unspecified)	-1.0	-1.3	-297.4	-29.0	-8.4	-31.0	-1.9	-4.0	-7.0	-3.6	-12.3
8	Cc1ccc(C)c(N2CCN(CC3CCCCC3)CC2)c1	0.0	-0.9	-0.7	-13.0	-1.3	20.9*	1.1	0.8	-0.5	-1.6	-1.8
9	CCC(C)N1C(=O)CCC1C(=O)NCc1ccc2c(c1)OCO2 (stereo unspecified)	-0.7	-1.4	-10.2	2.1	0.4	13.4	0.0	-0.1	1.2	-2.5	3.3
10	COc1ccc2c(c1)-c1nc(/N=C/c3cccc(OC)c3O)sc1CC2	-0.7	-1.3	-1.8	-1.8	3.2	7.2	-0.8	-2.1	-0.4	4.2	-2.7
11	CCNC(=O)c1ccc(NS(=O)(=O)c2ccc3[nH]c(=O)[nH]c3c2)cc1	1.3	-1.4	2.0	-3.0	1.5	1.1	0.1	0.2	-0.8	0.6	1.3
12	Cc1cccc(N2CCN(C(=O)c3cc(COc4ccc(F)c(F)c4)on3)CC2)n1	-0.1	-0.5	2.8	2.0	1.8	2.5	0.5	1.1	6.1	6.2	-2.5
13	CC(C)[C@H](NC(=O)c1ccco1)C(=O)N1CCC[C@H]1C(=O)NCc1ccccc1	1.7	-1.2	1.6	2.6	/	-4.6	/	2.5	-0.5	-1.8	-1.7
14	CCN(CC(=O)NCc1cccs1)S(=O)(=O)c1cc(NC(C)=O)ccc1OC	0.0	-0.7	-5.2	1.3	0.7	10.6	-1.5	-2.2	-3.7	-1.7	7.8
15	COc1ccc(/C=C/C(=O)Nc2cccc(N3CCOCC3)c2)cc1OC	-0.1	-2.0	-4.2	2.1	0.1	3.9	-0.8	-2.6	-1.9	-1.7	-0.7
16	O=C(CCc1nc2ccccc2c(=O)[nH]1)Nc1cc(Cl)ccc1N1CCCC1	-2.2	-1.7	-4.6	-5.6	-0.2	1.2	0.6	-0.5	-0.5	-3.3	-14.0
17	FC(F)(F)c1ccccc1Cc1c(-c2ccccc2)nc2ccc(Cl)cn12	0.8	-0.1	-17.0	2.6	/	-17.8	/	2.2	6.1	3.8	7.4
18	COc1ccc(NC(=O)CN2CCC(C(=O)c3ccc(F)cc3)CC2)c(OC)c1	0.1	-1.3	-2.6	-3.7	0.6	0.9	-0.4	-2.5	-0.2	-1.6	2.6
19	Nc1c(Br)cc(Br)cc1CNC1CCC(O)CC1 (stereo unspecified)	0.5&0.9	-0.8&-1.1	0.1&8.1	2.5&-2.1	-0.8&0.1	-5.3&0.2	-0.4&-0.3	-0.3&-1.7	-4.0&-0.6	3.1&-1.8	0.5&1.8
20	CCOc1ccc(N2C(=O)C3C(C2=O)C3(c2ccccc2)c2ccccc2)cc1 (stereo unspecified)	-1.3	-2.3	15.2	-0.8	-5.4	-15.0	-2.7	-2.0	-4.0	-0.5	7.0
21	CC(C)CNC(=O)C1CCCN(S(=O)(=O)c2ccc(-n3cnnn3)cc2)C1 (stereo unspecified)	0.5	-1.6	-3.2	-1.4	2.4	8.2	-0.5	1.0	2.1	-3.0	4.6
22	O=C(NCc1ccco1)C(c1ccco1)N(Cc1cccs1)C(=O)Cn1nnc2ccccc21 (stereo unspecified)	-1.0	-0.7	1.9	-9.7	-3.7	-22.6	-0.5	-0.4	-0.1	0.2	-7.6
23	Cc1ccc(S(=O)(=O)NC(c2ccccc2)C(C)C(=O)n2nc(C)cc2C)cc1 (stereo unspecified)	-0.3	-0.9	4.3	-2.3	5.3	-15.7	0.1	-0.7	-0.5	-0.2	0.8
24	Cn1c(=O)c([N+](=O)[O-])c(NCCCn2ccnc2)c2ccccc21	-0.2	-0.9	5.8	-0.4	-0.9	-0.7	0.9	0.6	0.3	-2.9	1.3
25	COc1cc(C(=O)Nc2cccc(-c3nnc(-c4ccco4)o3)c2)ccc1OC(C)=O	-2.5	-1.7	-0.6	7.4	-0.8	-15.5	-1.6	-1.2	-5.7	0.6	-6.4
26	CCn1c(=O)c2ccccc2n(CC(=O)NCCC2=CCCCC2)c1=O	0.2	0.7	-1.5	-0.9	-1.5	0.4	-0.8	-1.4	1.8	-1.6	0.1
27	CC1CC(C)CN(S(=O)(=O)c2ccc(NC(=O)C3CC(=O)N(Cc4ccccc4)C3)cc2)C1 (stereo unspecified)	0.5	-0.7	16.9	0.3	0.8	-45.6	-0.4	0.2	0.0	-1.9	-2.1
28	CCOc1nc(-c2ccccc2Cl)nc2ccccc12	-0.7	-0.8	-6.3	-6.2	3.1	6.5	/	-0.6	1.0	1.1	2.5
29	CC(OC(=O)C1CC1)C(=O)Nc1ccc([N+](=O)[O-])cc1Cl (stereo unspecified)	-0.5	-1.4	2.8	0.3	1.5	6.8	0.2	-1.5	0.4	0.8	4.8
30	O=C(CSc1nnnn1-c1ccccc1)Nc1ccccc1	-0.1	-1.6	-9.8	1.3	1.2	6.0	0.3	-1.2	1.9	-0.8	1.2
31	CC1CCc2sc(C(=O)N/N=C/c3ccc(O)cc3)cc2C1 (stereo unspecified)	0.9	-1.6	-11.5	-1.5	6.2	-54.6	1.6	1.0	6.1	-1.9	-11.9
32	N#Cc1ccc(C(C(=O)NC2CCCCC2)n2c(=O)c(-c3ccccc3)nc3ccccc32)cc1 (stereo unspecified)	-0.5	-0.8	-166.6	-4.1	/	-0.1	/	0.0	-1.3	-3.6	1.3
33	CC1(C)CC(CCN)(Cc2ccccc2Cl)CCO1 (stereo unspecified)	-0.3	-0.5	-18.2	0.9	-0.4	19.7*	0.3	-0.7	-0.5	-5.3	-12.1
34	Cn1c(N)c(C(=O)COC(=O)c2cc(C3CC3)nc3ccccc23)c(=O)n(Cc2ccccc2)c1=O	-0.1	-0.9	5.2	-0.2	2.1	-3.3	-0.6	0.2	1.8	-0.7	3.4
35	COc1ccccc1OCCC(=O)OCCN1C(=O)c2ccccc2C1=O	-0.4	-0.8	8.7	1.1	0.1	3.6	-0.6	-0.6	0.0	4.2	6.0
36	C=C(C)C(=O)Nc1cccc(C2=NOC3(C2)C[C@@H](C(N)=O)N(C(=O)C2(C)CC2)C3)c1 (stereo partly specified)	-0.2	-1.3	7.5	1.8	0.6	-8.7	-0.7	-0.5	0.1	0.8	0.0
37	Cc1cc(Br)ccc1OCC(=O)NNC(=O)c1cnccn1	-0.4	-0.7	9.3	1.9	1.8	-5.4	-1.8	0.0	3.5	0.0	-2.0
38	COC(=O)c1ccc2nc(NC(=O)C3CCCCC3)sc2c1	0.4	-0.6	7.5	-12.3	2.6	-1.0	0.5	2.6	6.5	0.8	0.6
39	COc1cc(/C=N/Nc2cc(C)nc(N)n2)ccc1O	0.5	-0.5	4.5	0.5	-0.1	-1.5	1.1	-0.6	0.7	0.2	-9.0
40	CC(=O)c1sc(NC(=O)c2ccc(Br)o2)nc1C	4.6*	2.1*	1.3	-3.2	0.8	7.6	0.0	3.3	7.1	0.0	3.3
41	Cc1ccc(C)c(C(C)NC(=O)c2ccccc2Br)c1 (stereo unspecified)	0.1	-1.5	-2.5	-5.9	1.3	15.6	0.5	-1.1	1.6	-5.0	0.8
42	Cc1ccccc1NC(=S)N1CCN(c2ccccc2)CC1	0.2	-1.8	-3.6	-2.5	0.2	5.8	0.5	-1.7	-1.6	-1.2	0.7
43	COC(=O)[C@@]12C[C@@H](CC(=O)NCCCN3CCCC3=O)C(=O)N(Cc3cccc4ccccc34)C1=CCC(C)(C)C2	0.0	-1.3	2.0	9.1	/	-11.6	/	2.4	-2.2	-4.4	5.1
44	O=C(c1ccc2c(c1)OCO2)N1CCN(c2ccc(Cl)cc2)CC1	-0.3	-0.4	0.7	-4.2	3.0	-1.0	-0.4	-1.6	0.1	-2.2	-0.1
45	C/C(=N\NC(=O)C(O)(c1ccccc1)c1ccccc1)c1ccc(C)o1	0.6	-1.0	6.5	-3.8	0.4	3.2	1.3	1.3	1.0	-2.5	2.3

Among those listed so far, these contain a CF3 group:
No.	mol	DAX1 inh-1	ssDAF-12 act	ADAM10 inh	NPR1 activator	FXN GAA850 act	HGIII-sPLA2 inh	DAX1 inh-2	hcDAF12 agonist	hgDAF-12 ag	SMARCA2 activ	NPR2 activator
2	O=C(NNS(=O)(=O)c1ccccc1C(F)(F)F)c1cccc(S(=O)(=O)Nc2ccccc2Cl)c1	-0.1	-1.2	4.0	-2.7	0.6	-32.9	-0.7	0.9	0.2	-0.7	0.5
17	FC(F)(F)c1ccccc1Cc1c(-c2ccccc2)nc2ccc(Cl)cn12	0.8	-0.1	-17.0	2.6	/	-17.8	/	2.2	6.1	3.8	7.4
